ASAP1 inh = inhibitors of human ASAP1 ArfGAP activity | Q9ULH1 | ASAP1-stimulated ARF1 GTP hydrolysis, GDP FP detection | inhibition, % at 16.5 µM | hit rate 0.19% among 360,000 | AID 624377; in the data active means inhibition above about 25%;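 further: 0% = vehicle with enzyme and substrate and 100% = no enzyme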
Target sequence (Q9ULH1 325-724 limits assumed): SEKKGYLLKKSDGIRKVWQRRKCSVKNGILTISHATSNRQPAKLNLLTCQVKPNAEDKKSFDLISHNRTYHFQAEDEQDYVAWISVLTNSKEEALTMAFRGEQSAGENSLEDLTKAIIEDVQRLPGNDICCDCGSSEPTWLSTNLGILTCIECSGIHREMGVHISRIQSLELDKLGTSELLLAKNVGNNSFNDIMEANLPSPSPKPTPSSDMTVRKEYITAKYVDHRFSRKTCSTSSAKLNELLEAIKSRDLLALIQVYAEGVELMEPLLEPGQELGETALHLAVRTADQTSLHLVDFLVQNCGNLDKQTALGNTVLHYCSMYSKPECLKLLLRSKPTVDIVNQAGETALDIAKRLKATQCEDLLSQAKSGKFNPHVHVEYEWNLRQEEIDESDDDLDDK
proKLK7 act = activates the human kallikrein-7 zymogen | activation, % at 7 µM | P49862 | purified proKLK7, EDANS-DABCYL substrate fluorescence; 100% is mature enzyme control, 0% vehicle | hit rate 0.9% among 370,000 | AID 652039;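 active means activation above the mean of all tested compounds plus 3 SD, computed per campaign excluding outliers beyond control limits, cut at about 13% in these data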
Target sequence (P49862 whole entry, looked up): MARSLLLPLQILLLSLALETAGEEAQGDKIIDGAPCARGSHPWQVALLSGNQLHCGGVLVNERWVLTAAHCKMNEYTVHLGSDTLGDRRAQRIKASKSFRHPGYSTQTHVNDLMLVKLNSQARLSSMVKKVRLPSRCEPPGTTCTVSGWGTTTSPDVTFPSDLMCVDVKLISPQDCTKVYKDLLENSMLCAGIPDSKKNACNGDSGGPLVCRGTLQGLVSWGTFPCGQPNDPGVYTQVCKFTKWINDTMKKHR
ARFGAP1 inh = rat ARFGAP1 inhibition; Arfgap1-stimulated ARF1 GTP hydrolysis, GDP FP detection; inhibition, % at 16.5 µM; hit rate 0.26% among 360,000;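 active means inhibition above a per-plate limit, mean inhibition of low control wells plus 3 SD, cut at about 25% in these data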;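 further: 0% = DMSO wells with enzyme and 100% = wells lacking Arfgap1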
Target sequence (Q62848 1-136 limits assumed): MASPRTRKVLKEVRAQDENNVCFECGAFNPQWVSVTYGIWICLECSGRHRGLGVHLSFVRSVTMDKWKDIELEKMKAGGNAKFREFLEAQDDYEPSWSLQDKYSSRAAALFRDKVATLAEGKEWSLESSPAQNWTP
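Replicates: Single well per compound | Assay system: Truncated rat Arfgap1 GAP domain | Control set: No-Arfgap1 wells (100%) versus DMSO full-reaction wells (0%) | Times: Enzyme reaction 120 min at 25 °C after 20 min preincubation | Reagent: Human ARF1(Δ1-17)-GTP substrate | Measured by: Tracer-displacement fluorescence polarization with EDTA stop, 620/688 nm | Measure: Percent inhibition of Arfgap1-stimulated GTP hydrolysis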
PLC-beta3 inh = PLC-beta3 (human) inhibition, primary screen; Q01970; AID 720704; hit rate 0.18% among 370,000; Purified PLC-beta3, fluorogenic substrate, fluorescence; inhibition, % at 12.2 µM; in the data active means inhibition above about 11%;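 further: 0% = median of compound wells on plate and 100% = full blocker control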
UHRF1 binding = human UHRF1 methylated DNA binding inhibitors; UHRF1 binding to methylated oligo, TR-FRET; AID 687016; Q96T88; inhibition, % at 4.4 µM; hit rate 0.75% among 370,000; in the data active means inhibition above about 21%;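 further: UHRF1 SRA domain binding a hemimethylated CpG hairpin DNA probe; 0% = median of test compound wells and 100% = reference inhibitor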
DDE Tn6 FP inh = inhibitors of Tn6 peptide binding to human fibrin DD(E); P02675; Fibrin DD(E) TRITC-Tn6 fluorescence polarization displacement; hit rate 0.21% among 370,000; inhibition, % at 8.3 µM;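 active means inhibition above a per-campaign cutoff: mean of compounds within control limits plus 3 SD, cut at about 15% in these data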;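 further: 0% = median of all compound wells on the plate and 100% = blocking peptide control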
ADAM17 inh = inhibits human ADAM17. P78536. recombinant ADAM17, EDANS/DABCYL FRET peptide cleavage. hit rate 0.83% among 370,000. inhibition, % at 6.95 µM;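 active means inhibition above the mean of compounds lying between control limits plus 3 SD, set per campaign, cut at about 8.5% in these data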;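 further: 0% = DMSO-only wells as the low control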
MBD2 inh = blocks human MBD2 binding to methylated DNA; inhibition, % at 4.4 µM; hit rate 0.31% among 370,000; Q9UBB5; AID 686964; TR-FRET, MBD2 binding to methylated oligonucleotide; in the data active means inhibition above about 13%
PLCg1 inh = blocks human PLC-gamma1 enzyme activity; inhibition, % at 12.2 µM; hit rate 0.84% among 370,000; purified PLC-gamma1, fluorogenic substrate, fluorescence; in the data active means inhibition above about 9.5%
DDE Tn7 FP inh = DD(E)-Tn7 binding inhibition, primary FP screen. hit rate 0.13% among 370,000. FP displacement of FITC-Tn7 peptide from fibrin DD(E); 0% = median of compound wells per plate. AID 720508. inhibition, % at 8.3 µM. P02675;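 active means inhibition above the mean of compounds falling within the control limits plus 3 SD of them, cut at about 14% in these data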;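 further: 0% = plate median of compound wells and 100% = 10 µM Aha-Tn7 peptide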
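assay system = human clot-derived fibrin DD(E) complex | quantity = Fibrin-DD(E) at 2 µM final | timing = 10 min preincubation, 3 h with tracer, room temperature | signal = fluorescence polarization | measure = percent inhibition | benchmarks = high control wells with 10 µM unlabelled Aha-Tn7 peptide (full inhibition) | replicates = singlicate testing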
Numbers without * were called inactive.

For CCCN1CCOC(CC(=O)Nc2ccc([N+](=O)[O-])cc2)C1=O (configuration not stated) the results were ASAP1 inh -5, proKLK7 act 0.1, ARFGAP1 inh 7, PLC-beta3 inh 3, UHRF1 binding -2, DDE Tn6 FP inh 2, ADAM17 inh 1, MBD2 inh -5, PLCg1 inh 3 and DDE Tn7 FP inh -1.
Screening Cn1c(=O)c([N+](=O)[O-])c(NCC2CCCO2)c2ccccc21 (configuration not stated) returned ASAP1 inh 4, proKLK7 act 0.0, ARFGAP1 inh 3, PLC-beta3 inh -4, UHRF1 binding 0, DDE Tn6 FP inh 7, ADAM17 inh -4, MBD2 inh -7, PLCg1 inh 0 and DDE Tn7 FP inh -2.
`CCOc1ccc(C(=O)O/N=C(\N)c2ccccn2)cc1` gave ASAP1 inh 10, proKLK7 act -0.6, ARFGAP1 inh 2, PLC-beta3 inh -1, UHRF1 binding 6, DDE Tn6 FP inh -8, ADAM17 inh -5, MBD2 inh 4, PLCg1 inh 2 and DDE Tn7 FP inh -1.
CCc1nn(-c2cc(Oc3ccccc3)nc(-c3ccccc3)n2)c(N)c1C#N was read as ASAP1 inh 1, proKLK7 act -0.5, ARFGAP1 inh 1, PLC-beta3 inh 0, UHRF1 binding 3, DDE Tn6 FP inh -2, ADAM17 inh -4, MBD2 inh 8, PLCg1 inh -1 and DDE Tn7 FP inh 0.
`COCCOC(=O)C1=C(C)NC(=O)NC1c1cccs1` (configuration not stated) gave ASAP1 inh 8, proKLK7 act -0.2, ARFGAP1 inh 1, PLC-beta3 inh 2, UHRF1 binding -2, DDE Tn6 FP inh 2, ADAM17 inh -2, MBD2 inh 1, PLCg1 inh 1 and DDE Tn7 FP inh 4.
Cc1ccc2c(c1)C(O)(CC(=O)/C=C/C=C/c1ccccc1)C(=O)N2 (configuration not stated) was read as ASAP1 inh 6, proKLK7 act 0.1, ARFGAP1 inh 16, PLC-beta3 inh 0, UHRF1 binding 1, DDE Tn6 FP inh 1, ADAM17 inh 4, MBD2 inh 2, PLCg1 inh 2 and DDE Tn7 FP inh 1.
CCOC(=O)NC(O)C(=O)c1cccs1 (configuration not stated) was read as ASAP1 inh -11, proKLK7 act 0.0, ARFGAP1 inh 5, PLC-beta3 inh -2, UHRF1 binding 2, DDE Tn6 FP inh 5, ADAM17 inh -4, MBD2 inh -6, PLCg1 inh -1 and DDE Tn7 FP inh 3.
COc1ccc2oc(N)c(C=O)c(=O)c2c1 was read as ASAP1 inh 4, proKLK7 act 1.5, ARFGAP1 inh 12, PLC-beta3 inh -14, UHRF1 binding 0, DDE Tn6 FP inh 7, ADAM17 inh -8, MBD2 inh -2, PLCg1 inh -9 and DDE Tn7 FP inh 6.
Screening CN(C(=O)c1cccc(NC(=O)Cc2cccc(NC(=O)C3CCN(C(=O)C4CCCC4)CC3)c2)c1)C1CC1 returned ASAP1 inh -7, proKLK7 act 0.3, ARFGAP1 inh -10, PLC-beta3 inh 0, UHRF1 binding 3, DDE Tn6 FP inh 3, ADAM17 inh -4, MBD2 inh -4, PLCg1 inh -2 and DDE Tn7 FP inh 10.
Screening O=C(Nc1ccc2c(c1)OCO2)N1CCN(Cc2ccco2)CC1 returned ASAP1 inh 0, proKLK7 act -0.2, ARFGAP1 inh 3, PLC-beta3 inh 6, UHRF1 binding -2, DDE Tn6 FP inh 2, ADAM17 inh 1, MBD2 inh -1, PLCg1 inh 1 and DDE Tn7 FP inh -1.
CC(/C=C/c1ccc2c(c1)OCO2)=N/NC(=O)C1COc2ccccc2O1 (configuration not stated) was read as ASAP1 inh -2, proKLK7 act -0.3, ARFGAP1 inh 0, PLC-beta3 inh -22, UHRF1 binding -4, DDE Tn6 FP inh 2, ADAM17 inh -5, MBD2 inh 2, PLCg1 inh -19 and DDE Tn7 FP inh 6.
Screening Cc1ccc(OC(=O)NC2CCS(=O)(=O)C2)cc1C (configuration not stated) returned ASAP1 inh -2, proKLK7 act 0.0, ARFGAP1 inh -7, PLC-beta3 inh 3, UHRF1 binding -2, DDE Tn6 FP inh -1, ADAM17 inh -1, MBD2 inh 1, PLCg1 inh 5 and DDE Tn7 FP inh 5.
`O=C(NC(NC(=S)Nc1c(Cl)cccc1Cl)C(Cl)(Cl)Cl)OCc1ccccc1` (configuration not stated) gave ASAP1 inh 4, proKLK7 act -0.1, ARFGAP1 inh 5, PLC-beta3 inh -2, UHRF1 binding 2, DDE Tn6 FP inh -4, ADAM17 inh 12*, MBD2 inh 2, PLCg1 inh 0 and DDE Tn7 FP inh 5.
For Cc1nnc(SCC(=O)NNC(=O)c2ccco2)n1-c1cccc(Cl)c1 the results were ASAP1 inh -2, proKLK7 act 0.4, ARFGAP1 inh 0, PLC-beta3 inh 2, UHRF1 binding 1, DDE Tn6 FP inh -3, ADAM17 inh 0, MBD2 inh 0, PLCg1 inh 2 and DDE Tn7 FP inh 1.
For COC(=O)c1scc(C)c1NC(=O)Nc1ccccc1 the results were ASAP1 inh 6, proKLK7 act 0.4, ARFGAP1 inh 0, PLC-beta3 inh 3, UHRF1 binding -3, DDE Tn6 FP inh -3, ADAM17 inh -3, MBD2 inh -2, PLCg1 inh 1 and DDE Tn7 FP inh 4.
For COCc1cc(C)n(CC(=O)OC)c(=O)c1C#N the results were ASAP1 inh 1, proKLK7 act -0.1, ARFGAP1 inh 3, PLC-beta3 inh 2, UHRF1 binding -1, DDE Tn6 FP inh -10, ADAM17 inh 2, MBD2 inh -4, PLCg1 inh 5 and DDE Tn7 FP inh -8.
`CCC1(C)OC(=O)N2CCc3c(C)[nH]c4c(C)ccc(c34)C21C` (configuration not stated) gave ASAP1 inh -8, proKLK7 act 0.4, ARFGAP1 inh -11, PLC-beta3 inh 0, UHRF1 binding 1, DDE Tn6 FP inh 7, ADAM17 inh -2, MBD2 inh -3, PLCg1 inh -3 and DDE Tn7 FP inh 2.
`Cc1c(Cl)cccc1NC(=O)COC(=O)c1ccc(CN2CCCC2=O)cc1` gave ASAP1 inh 10, proKLK7 act 0.1, ARFGAP1 inh -2, PLC-beta3 inh -2, UHRF1 binding 0, DDE Tn6 FP inh -1, ADAM17 inh -2, MBD2 inh -2, PLCg1 inh -2 and DDE Tn7 FP inh -5.
`CCc1c(C)nc(SC(C(=O)O)c2ccccc2)c(C#N)c1C` (configuration not stated) gave ASAP1 inh -14, proKLK7 act -0.9, ARFGAP1 inh 6, PLC-beta3 inh 0, UHRF1 binding -1, DDE Tn6 FP inh 2, ADAM17 inh -2, MBD2 inh 4, PLCg1 inh 1 and DDE Tn7 FP inh 10.
CC(NC(=O)Cc1ccsc1)c1ccc(F)cc1 (configuration not stated) was read as ASAP1 inh 0, proKLK7 act -0.1, ARFGAP1 inh 13, PLC-beta3 inh -7, UHRF1 binding -3, DDE Tn6 FP inh -7, ADAM17 inh -1, MBD2 inh -3, PLCg1 inh 1 and DDE Tn7 FP inh 2.

The list goes on; it opens with the 2 that closed the last part.
`CCc1c(C)nc(SC(C(=O)O)c2ccccc2)c(C#N)c1C` (configuration not stated) gave ASAP1 inh -14, proKLK7 act -0.9, ARFGAP1 inh 6, PLC-beta3 inh 0, UHRF1 binding -1, DDE Tn6 FP inh 2, ADAM17 inh -2, MBD2 inh 4, PLCg1 inh 1 and DDE Tn7 FP inh 10.
CC(NC(=O)Cc1ccsc1)c1ccc(F)cc1 (configuration not stated) was read as ASAP1 inh 0, proKLK7 act -0.1, ARFGAP1 inh 13, PLC-beta3 inh -7, UHRF1 binding -3, DDE Tn6 FP inh -7, ADAM17 inh -1, MBD2 inh -3, PLCg1 inh 1 and DDE Tn7 FP inh 2.
COc1ccc(SC[C@H](CC(C)C)N2CCN(C)CCC2=O)cc1 was read as ASAP1 inh -14, proKLK7 act -0.5, ARFGAP1 inh -9, PLC-beta3 inh 4, UHRF1 binding -3, DDE Tn6 FP inh 6, ADAM17 inh 1, MBD2 inh 0, PLCg1 inh 2 and DDE Tn7 FP inh 10.
Screening CC(=O)c1c(N2CCN(c3ccc(F)cc3)CC2)nc(=S)n(Cc2ccccc2)c1C returned ASAP1 inh -26, proKLK7 act 0.3, ARFGAP1 inh -1, PLC-beta3 inh -4, UHRF1 binding 2, DDE Tn6 FP inh -1, ADAM17 inh 1, MBD2 inh 1, PLCg1 inh -1 and DDE Tn7 FP inh -9.
C/C=C/c1ccccc1OCc1ccc(C(=O)OC)o1 was read as ASAP1 inh 12, proKLK7 act 0.5, ARFGAP1 inh 3, PLC-beta3 inh 0, UHRF1 binding 0, DDE Tn6 FP inh -3, ADAM17 inh -1, MBD2 inh 3, PLCg1 inh -1 and DDE Tn7 FP inh 6.
Cc1onc(-c2ccccc2)c1C(=O)NNC(=S)NC(=O)c1ccc2c(c1)OCO2 was read as ASAP1 inh 2, proKLK7 act 0.3, ARFGAP1 inh 4, PLC-beta3 inh -11, UHRF1 binding -6, DDE Tn6 FP inh 2, ADAM17 inh 2, MBD2 inh -4, PLCg1 inh -3 and DDE Tn7 FP inh 12.
`COc1ccc(S(=O)(=O)N2CCCCC2)cc1C(=O)N1CCCCCC1` gave ASAP1 inh 3, proKLK7 act -0.3, ARFGAP1 inh -8, PLC-beta3 inh -8, UHRF1 binding 4, DDE Tn6 FP inh -1, ADAM17 inh 1, MBD2 inh 7, PLCg1 inh 1 and DDE Tn7 FP inh 1.
Screening O=C(NCc1ccccc1)c1cc(S(=O)(=O)N2CCCCC2)ccc1N1CCOCC1 returned ASAP1 inh 4, proKLK7 act 0.4, ARFGAP1 inh 1, PLC-beta3 inh -5, UHRF1 binding -1, DDE Tn6 FP inh 0, ADAM17 inh -4, MBD2 inh 2, PLCg1 inh -3 and DDE Tn7 FP inh 1.
`N#C/C(=C(/O)c1ccc([N+](=O)[O-])cc1)c1nnc2n1CCCCC2` gave ASAP1 inh 3, proKLK7 act 0.2, ARFGAP1 inh 13, PLC-beta3 inh -3, UHRF1 binding 0, DDE Tn6 FP inh -7, ADAM17 inh -2, MBD2 inh -4, PLCg1 inh 3 and DDE Tn7 FP inh -10.
`O=C(CSc1nc2ccccc2c(=O)[nH]1)c1cccs1` gave ASAP1 inh 1, proKLK7 act -0.3, ARFGAP1 inh 11, PLC-beta3 inh -2, UHRF1 binding -3, DDE Tn6 FP inh 4, ADAM17 inh -1, MBD2 inh -2, PLCg1 inh -1 and DDE Tn7 FP inh 3.
`NC(=O)Nc1cccc2ccccc12` gave ASAP1 inh 1, proKLK7 act -1.0, ARFGAP1 inh 13, PLC-beta3 inh -15, UHRF1 binding -1, DDE Tn6 FP inh -6, ADAM17 inh -7, MBD2 inh -6, PLCg1 inh -12 and DDE Tn7 FP inh -2.
Screening CCn1c(=O)c2c3c(sc2n2cnnc12)CCC3 returned ASAP1 inh -18, proKLK7 act 1.2, ARFGAP1 inh 8, PLC-beta3 inh 1, UHRF1 binding -3, DDE Tn6 FP inh 1, ADAM17 inh -2, MBD2 inh -7, PLCg1 inh 1 and DDE Tn7 FP inh 5.
